Screens: PubChem, The Scripps Research Institute Molecular Screening Center
CHRM1 PAM: positive allosteric modulators of human M1 muscarinic receptor; P11229; CHO-K1 hM1, Fluo-8 calcium fluorescence, ACh EC20; 0% = ACh EC20, 100% = maximal ACh; activation, % at 3 µM; 360,000 tested, 0.088% active; AID 588819; in the data active = activation above about 19%, passing the limit was not always enough
Target sequence (P11229 whole entry, looked up): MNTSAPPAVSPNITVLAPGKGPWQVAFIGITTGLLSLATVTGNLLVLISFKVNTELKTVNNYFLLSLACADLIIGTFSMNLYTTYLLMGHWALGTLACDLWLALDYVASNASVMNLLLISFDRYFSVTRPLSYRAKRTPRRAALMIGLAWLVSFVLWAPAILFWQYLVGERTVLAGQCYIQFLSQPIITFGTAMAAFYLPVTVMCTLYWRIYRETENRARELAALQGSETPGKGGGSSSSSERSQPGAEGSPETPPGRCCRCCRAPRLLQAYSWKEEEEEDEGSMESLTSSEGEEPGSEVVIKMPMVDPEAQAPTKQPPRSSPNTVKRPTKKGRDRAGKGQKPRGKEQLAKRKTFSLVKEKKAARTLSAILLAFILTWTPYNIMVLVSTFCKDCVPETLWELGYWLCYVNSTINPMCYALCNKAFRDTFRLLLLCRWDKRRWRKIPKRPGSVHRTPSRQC
V1aR counter: counter-screen for oxytocin receptor agonists: human V1a receptor agonists; P37288; CHO-V1R cells, Fluo-8 calcium fluorescence, agonist mode; 0% DMSO, 100% 3 nM vasopressin; activation, % at 3 µM; 320,000 tested, 0.25% active; AID 2797;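 active = activation above the mean activation of all tested compounds plus 3 SD, per screening run, cut at about 20% in these data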;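 note: signal is peak over basal fluorescence ratio across a 100 second FLIPR read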
Target sequence (P37288 whole entry, looked up): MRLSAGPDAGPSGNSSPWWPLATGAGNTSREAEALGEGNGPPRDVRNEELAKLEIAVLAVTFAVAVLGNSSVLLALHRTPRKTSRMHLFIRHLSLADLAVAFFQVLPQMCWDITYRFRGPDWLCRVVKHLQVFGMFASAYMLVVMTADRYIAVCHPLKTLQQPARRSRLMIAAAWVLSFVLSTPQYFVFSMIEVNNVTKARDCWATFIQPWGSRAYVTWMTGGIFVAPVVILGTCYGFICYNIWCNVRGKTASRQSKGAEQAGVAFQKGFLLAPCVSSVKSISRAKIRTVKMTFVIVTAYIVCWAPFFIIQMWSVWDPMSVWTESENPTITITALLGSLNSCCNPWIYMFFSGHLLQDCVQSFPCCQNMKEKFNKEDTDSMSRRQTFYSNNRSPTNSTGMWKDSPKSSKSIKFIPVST
TAAR1 ag: human TAAR1 agonism; Q96RJ0; CHO RD-HGA16 TAAR1, Fluo-8 calcium fluorescence; vehicle wells 0%, saturating PEA agonist 100%; activation, % at 3 µM; 360,000 tested, 0.99% active;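 active = activation above the mean activation of all test compounds in the run plus 3 SD, cut at about 38% in these data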
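Assay system – CHO-derived RD-HGA16 cells with stable Gα16 and human TAAR1 · Compound dosing – one-point dosing at 3 µM (nominal) · Incubation – 17-24 h seeding, 75 min 37 °C dye, 30 min RT · Measured by – kinetic Fluo-8 calcium fluorescence · Control set – DMSO vehicle as 0%, PEA at EC100 as 100% · Repeats – single well for each compound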
M1 ag: activates human CHRM1 receptor. P11229. CHO-K1 hM1, Fluo-8 calcium fluorescence, agonist mode; 0% DMSO, 100% acetylcholine EC100. activation, % at 3 µM. 360,000 tested, 0.33% active;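 active = activation above the run's mean compound activation plus 3 SD, cut at about 16% in these data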;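 note: peak over basal fluorescence ratio within a 140 s kinetic read after compound addition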
TAAR1 antag: human TAAR1 antagonism | CHO RD-HGA16 TAAR1, Fluo-8 calcium fluorescence, antagonist | Q96RJ0 | 360,000 tested, 1.5% active | inhibition, % at 3 µM;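 active = inhibition above a per-plate cutoff, the mean inhibition of test compounds on that plate plus 3 SD, cut at about 49% in these data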;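 note: 0% = DMSO plus EC80 beta-PEA response and 100% = DMSO alone without agonist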
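System: RD-HGA16 CHO cells with stable hTAAR1 and Gα16 | Probe or stimulus: EC80 β-phenethylamine stimulus | Dosing: 3 µM, single point | Times: Dye loading 75 min at 37 °C, then 30 min room temperature | Measured by: Fluo-8 calcium-sensitive fluorescence | Read-out basis: % inhibition of agonist calcium response | Replicates: n of 1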
OXTR ag: human OXTR agonism; P30559; CHO-OTR cells, Fluo-8 calcium fluorescence; normalized: DMSO 0%, oxytocin 100%; activation, % at 3 µM; 320,000 tested, 0.32% active; AID 2435;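 active = activation above the mean of all tested compounds plus 3 SD, cutoff set per screening run, cut at about 20% in these data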;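 note: peak over basal fluorescence ratio from a 100 s FLIPR kinetic read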
M1 antag: blocks human M1 muscarinic receptor; CHO-K1 hM1, Fluo-8 calcium fluorescence, ACh EC80 antagonist; 360,000 tested, 1.3% active; AID 588852; inhibition, % at 3 µM; P11229;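 active = percent inhibition above its own plate's cutoff, namely the mean of that plate's compound wells plus 3 SD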;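 note: peak over basal fluorescence ratio during 140 s after agonist addition; 0% = ACh EC80 plus DMSO and 100% = DMSO alone without agonist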
OXTR potentiator: potentiators of human oxytocin receptor | P30559 | CHO-OTR cells, Fluo-8 calcium fluorescence, potentiator mode; 0% = oxytocin EC15, 100% = EC100 | activation, % at 3 µM | 320,000 tested, 0.061% active | AID 2445;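 active = activation above that plate's cutoff, the mean activation of tested compounds plus 3 SD, cut at about 6.6% in these data, passing the limit was not always enough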;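 note: 100% uses oxytocin at 75 nM as the full agonist control; some results filed as inactive read as strong as hits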
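System: human OTR in CHO cells / Also added: sub-maximal oxytocin, roughly EC15 / Control set: EC15 oxytocin low, 75 nM oxytocin high / Schedule: 6 min compound pre-incubation at room temperature, 100 s kinetic read / Compound: single-point 3.0 µM / Replication: singlicate / Technique: Fluo-8 calcium dye fluorescence / Read-out basis: % activation of max/min ratio relative to oxytocin controls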
CHO parental Ca: signal in parental CHO cells, OX1R antagonist counter-screen. parental CHO-K1, ATP-induced calcium, Fluo-8 fluorescence. inhibition, % at 5.6 µM. 330,000 tested, 0.63% active;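 active = inhibition above that plate's mean sample inhibition plus 3 SD, cut at about 26% in these data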;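 note: 0% = ATP-challenged DMSO wells and 100% = DMSO wells without ATP; some compounds past the cut are filed as inactive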
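Test system: untransfected parental CHO cell line; also added: ATP stimulus; dosing: 5.6 µM, single dose; signal: calcium-sensitive Fluo-8 fluorescence; measure: percent inhibition of ATP-evoked calcium rise, normalized to controls; benchmarks: low control ATP plus DMSO, high control DMSO only; replication: one well per compound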
Numbers without * were called inactive; / = not tested or not shown.

SMILES	CHRM1 PAM	V1aR counter	TAAR1 ag	M1 ag	TAAR1 antag	OXTR ag	M1 antag	OXTR potentiator	CHO parental Ca
Cc1[nH]n(-c2ccccc2)c(=O)c1/C=N/N1C(=O)c2ccc3c4c(ccc(c24)C1=O)CC3	7	-0.7	30	-1	0	-2.2	-2	1	-3
O=C(CSc1ccccc1C(=O)O)NCc1ccccc1	10	-0.2	1	1	-38	0.6	-14	-5	3
CN(C(=O)CNc1ccccc1Cl)C1CCS(=O)(=O)C1 (configuration not stated)	17	0.8	19	-2	-2	-0.3	-16	-8	5
COc1cc(/C=N/n2c(C3CCCCC3)n[nH]c2=S)cc(Br)c1O	5	0.5	-1	-4	-14	1.6	-10	-14	-9
CC(C)CC1=NN(C(=O)c2cccnc2)C(O)(C(F)(F)F)C1 (configuration not stated)	1	-0.4	14	-8	-24	-0.9	-4	-1	-11
CCCCCc1nc(N)c(C#N)c(-c2ccco2)c1CCCC	6	-0.5	3	-1	22	-2.1	-19	-12	-19
CC(O)(c1cccc(F)c1)c1nc(-c2ccc(S(C)(=O)=O)cc2)cs1 (configuration not stated)	-1	/	3	-3	11	/	0	/	/
CCOc1nc(-c2ccccc2Cl)nc2ccccc12	0	-1.4	4	-5	-4	-3.0	1	-3	-1
CC[C@]1(C(=O)OC)[C@H]2C(=O)N(C)C(=O)[C@H]2[C@H]2CN=C(SCc3ccc(C#N)cc3)N21	14	/	3	1	-21	/	-1	/	-7
Cc1cc(C)nc(N2CCC(C(=O)N3CCN(c4cc(Cl)ccc4C)CC3)CC2)n1	-10	1.1	4	-5	39	-1.9	26	-8	-30
COc1ccc(OC)c(-c2cc(C(=O)N3CCc4ccccc4C3)no2)c1	2	0.0	16	-6	6	-0.2	0	-2	-14
COc1ccc(S(=O)(=O)N2CCC(C(=O)NCc3ccco3)CC2)cc1C	18	2.1	4	-7	-3	-0.7	-17	0	-4
O=C(CCC(=O)Nc1ccccc1)NNS(=O)(=O)c1ccccc1[N+](=O)[O-]	4	-0.5	14	-4	-10	-0.5	-1	-12	2
Cc1cc(C)c(S(=O)(=O)N2CCOC2CNC(=O)C(=O)NCCCN2CCCC2=O)c(C)c1 (configuration not stated)	5	0.5	2	-5	-10	0.1	-8	-6	-17
CCc1nnc(NC(=O)C2Cc3ccccc3CN2S(=O)(=O)c2ccc(C)cc2)s1 (configuration not stated)	5	-1.1	3	-2	-32	-2.7	-4	-16	-16
COc1ccccc1/C=C/CN1CCOCC1	2	1.0	/	-9	/	-0.8	0	3	3
CC(=O)c1ccccc1NC(=O)C1CCCN(C(=O)c2ccc(Cl)cc2)C1 (configuration not stated)	7	-0.3	4	-6	13	-1.3	-6	0	-12
Cn1nnnc1SCc1ccc(CSc2nnnn2C)cc1	7	2.1	2	-10	3	2.2	-7	-14	12
O=C(Nc1ccc(Oc2cccnc2)cc1)c1cccc([N+](=O)[O-])c1	0	8.8	/	-5	/	4.8	3	-2	-3
CN(C)S(=O)(=O)c1ccc(C(=O)Nc2ccccc2[N+](=O)[O-])cc1	11	0.9	5	-6	-13	2.4	-14	6	-3
CCOc1cccc2sc(N(CCN(C)C)C(=O)CCS(=O)(=O)c3ccccc3)nc12	2	-0.6	5	-4	-5	-0.5	-10	-10	-28
Cc1nc(OCc2c(C)noc2C)c2ccccc2n1	9	-0.3	1	-11	9	0.7	-2	-2	-2
COc1ccc(-c2nc(CSCC(=O)NCc3ccc4c(c3)OCO4)c(C)o2)cc1	-4	1.4	0	-3	-35	-1.4	3	-5	-16
Cc1ccc(S(=O)(=O)NN=C2C3CC4CC(C3)CC2C4)cc1[N+](=O)[O-]	7	0.8	1	-4	-13	1.2	-7	-6	-12
O=C(NCc1cccc(Cl)c1)C1Cc2c(-c3ccccc3)ccnc2O1 (configuration not stated)	10	/	-1	-2	-37	/	-21	/	/

Profiles as entered above. Order of screens: CHRM1 PAM	V1aR counter	TAAR1 ag	M1 ag	TAAR1 antag	OXTR ag	M1 antag	OXTR potentiator	CHO parental Ca
`COc1ccc(-c2nc(CSCC(=O)NCc3ccc4c(c3)OCO4)c(C)o2)cc1` across the screens: -4	1.4	0	-3	-35	-1.4	3	-5	-16
`Cc1nc(OCc2c(C)noc2C)c2ccccc2n1` across the screens: 9	-0.3	1	-11	9	0.7	-2	-2	-2
`COc1ccccc1/C=C/CN1CCOCC1` across the screens: 2	1.0	/	-9	/	-0.8	0	3	3
`O=C(CSc1ccccc1C(=O)O)NCc1ccccc1` across the screens: 10	-0.2	1	1	-38	0.6	-14	-5	3

More records follow.
SMILES	CHRM1 PAM	V1aR counter	TAAR1 ag	M1 ag	TAAR1 antag	OXTR ag	M1 antag	OXTR potentiator	CHO parental Ca
O=[N+]([O-])c1ccc(S(=O)(=O)N2CCN(c3ccc(N4CCOCC4)nn3)CC2)cc1	6	0.3	1	-3	-2	0.1	-7	-5	-7
COc1ccc(C(CNc2nc(-c3cccnc3)nc3ccccc23)N(C)C)cc1 (configuration not stated)	-31	2.1	1	-11	16	1.6	33*	0	-21
Cc1cccc(CCNC(=O)C2CCN(S(=O)(=O)N3CCOCC3)CC2)c1	2	0.7	32	-2	-23	0.8	-3	-4	-3
O=C(COC(=O)/C=C/c1cccc(C(F)(F)F)c1)Nc1ccc(Cl)cn1	10	0.5	7	-3	-12	0.7	-8	-4	-3
Cc1nc2sccn2c(=O)c1S(=O)(=O)N1CCN(c2ccccc2)CC1	3	-0.1	1	-6	-2	0.2	-4	-1	-7
CCc1c(O)cc2n(c1=O)-c1ccc(Cl)cc1C2(C)C	-11	2.2	12	3	-6	2.6	16	-11	-8
Nc1ccc2oc(CCc3ccccc3)nc2c1	9	-0.1	/	-2	/	0.1	-15	-17	5
COc1ccccc1OCCNC(=O)CSC(=S)N1CCCC1	4	-0.2	2	-2	-11	-0.9	-6	0	-8
C=CCc1cccc2cc(C(=O)Nc3cccc(C(=O)O)c3)c(=O)oc12	/	0.4	12	/	0	0.5	/	-5	-3
COc1cccc(C2=NN(C(=O)c3cccs3)C(O)(C(F)(F)F)C2)c1 (configuration not stated)	-1	-1.7	1	-7	28	-0.8	0	-2	-41
O=C(NC1CCCC1)C(c1ccccc1)N(C(=O)c1csnn1)C1CCCC1 (configuration not stated)	0	-0.6	0	0	2	-0.6	1	-6	-11
Cc1noc(/C=C/N(C)C)c1S(=O)(=O)N1CCCC(C(=O)NC2CCCCC2)C1 (configuration not stated)	7	0.0	-1	-8	-34	-0.3	-14	-5	-13
Cc1ccc(NC(=O)NCCN2CCCCC2)cc1C	0	0.1	6	-6	-5	-0.1	4	-10	-14
CCc1ccccc1N(CC(=O)NC(C)c1ccccc1)S(C)(=O)=O (configuration not stated)	8	0.1	6	-4	-18	-0.1	-20	8	-7
C/C(=N\NC(=O)c1cc2ccccc2cc1O)c1ccccn1	29*	1.8	5	2	-2	-0.7	-22	3	17
COc1ccc(CN(C)C(=O)CNC(=O)Cc2cccc3ccccc23)c(OC)c1OC	13	3.0	0	-3	-4	0.1	-14	-14	-17
O=C(O)CCCCCNc1nc(-c2ccccc2)nc2ccccc12	10	1.5	3	-2	4	1.0	-13	-8	1
Cc1ccc(CNC(=O)C2CCC(=O)N2C2CCCCC2)cc1 (configuration not stated)	1	0.3	-1	-1	3	1.4	-8	10*	-11
O=C(CCNS(=O)(=O)c1ccc(Br)cc1)Nc1cccc(F)c1	-5	6.7	7	-5	2	4.9	5	-5	-11
COc1ccc(CCNC(=O)c2ccc(S(=O)(=O)N(C)c3ccccc3)cc2)cc1OC	-3	5.5	15	-2	23	6.2	8	-9	-27
COc1cc(NC(=O)CCN2CC(C)OC(C)C2)cc(OC)c1 (configuration not stated)	2	0.7	5	-4	-10	-0.5	-8	-6	-10
N#CCc1nn(-c2ccc(Cl)cc2)c(N)c1C#N	1	-0.2	3	-5	-30	-1.2	-3	1	10
COc1ccc(Nc2nnc(SCC(=O)NC3CCS(=O)(=O)C3)s2)cc1 (configuration not stated)	11	/	4	-4	9	/	-16	/	/
O=[N+]([O-])c1cccc(COc2ccccc2CN2CCCC2)c1	16	/	0	-10	16	/	-8	/	/
N#Cc1nccnc1N1CCN(C(=O)Nc2ccccc2)CC1	3	0.9	1	-2	-11	1.3	-1	-1	-6

The list continues.
SMILES	CHRM1 PAM	V1aR counter	TAAR1 ag	M1 ag	TAAR1 antag	OXTR ag	M1 antag	OXTR potentiator	CHO parental Ca
Cc1ccc(/C=N/n2c(-c3cccc(Cl)c3)n[nH]c2=S)o1	12	-0.7	-2	-7	-21	-3.1	-13	-6	-5
Cc1ccc(C(=O)/C=C2/NC(=O)CS2)cc1	7	0.7	-2	-4	3	-1.2	-10	-6	-6
CCN(CC)CCCNC(=O)c1cc(Nc2ccc(OC)cc2)nc2ccccc12	-2	2.0	2	-8	-10	-0.2	0	-10	-15
COC(=O)c1ccc2nc(-c3ccc4c(c3)OCO4)cn2c1	6	-0.2	1	-4	-5	-0.4	0	-4	-15
CC(C)C[C@@H](COc1ccccc1)N1CCN(CC(C)C)CCC1=O	4	-0.4	2	-8	9	-2.4	-3	-7	-26
O=C(/C=C/c1ccccc1)NC(NC(=S)Nc1ccc(Cl)cc1)C(Cl)(Cl)Cl (configuration not stated)	-4	8.8	8	2	0	5.2	17	-23	4
O=C(Nc1ccccc1)C1CCCN1C(=O)NCc1ccccc1 (configuration not stated)	-4	-1.1	14	-15	14	-1.6	3	-6	-4
O=C(CCNC(=O)c1ccc(Br)cc1)NCCCc1ccccc1	8	0.4	2	-5	-22	-1.8	-9	-3	-19
Cc1nc2ccc(NC(=O)c3ccc(N4C(=O)CCC4=O)cc3)cc2s1	5	3.1	3	-3	-9	2.9	-1	4	3
c1ccc(-c2noc(-c3ccccc3-c3ccccc3)n2)cc1	7	0.5	15	1	-5	-1.3	-29	-13	-27
Cc1cccc(NC(=O)CSCC(=O)Nc2cc(S(=O)(=O)N3CCOCC3)ccc2OC(C)C)c1	2	-1.7	-1	-7	-17	-2.0	0	3	-8
COC1=C/C(=C/c2c(N)n3c(nc2=O)sc2cc(S(C)(=O)=O)ccc23)C=CC1=O	6	0.6	6	2	11	1.1	-9	-4	-3
CC(C)CN(C(=O)COC(=O)c1cc2ccccc2cc1O)c1c(N)n(Cc2ccccc2)c(=O)[nH]c1=O	12	/	17	6	14	/	-1	/	/
